PTHR1 agonist – qHTS for PTHR1 Agonists: Primary Screen. Parathyroid hormone/parathyroid hormone-related peptide receptor (Homo sapiens), Q03431. AID 743266, 2014. Potency, µM (series often up to 115 µM), for inactives: at the highest dose activation, most hits filed as activators. hit rate 0.075% among 410,000. HEK293 GP2 PTHR1 cells, GloSensor cAMP luminescence, 1 h; note: potency is the fitted concentration of half-maximal effect; nearly all actives have a fitted effect of over 55% in size; some results filed as inactive show a strong effect at the top dose; inactives centre near -15; many of its hits are not listed in these tables
Target sequence (Q03431 whole entry, looked up): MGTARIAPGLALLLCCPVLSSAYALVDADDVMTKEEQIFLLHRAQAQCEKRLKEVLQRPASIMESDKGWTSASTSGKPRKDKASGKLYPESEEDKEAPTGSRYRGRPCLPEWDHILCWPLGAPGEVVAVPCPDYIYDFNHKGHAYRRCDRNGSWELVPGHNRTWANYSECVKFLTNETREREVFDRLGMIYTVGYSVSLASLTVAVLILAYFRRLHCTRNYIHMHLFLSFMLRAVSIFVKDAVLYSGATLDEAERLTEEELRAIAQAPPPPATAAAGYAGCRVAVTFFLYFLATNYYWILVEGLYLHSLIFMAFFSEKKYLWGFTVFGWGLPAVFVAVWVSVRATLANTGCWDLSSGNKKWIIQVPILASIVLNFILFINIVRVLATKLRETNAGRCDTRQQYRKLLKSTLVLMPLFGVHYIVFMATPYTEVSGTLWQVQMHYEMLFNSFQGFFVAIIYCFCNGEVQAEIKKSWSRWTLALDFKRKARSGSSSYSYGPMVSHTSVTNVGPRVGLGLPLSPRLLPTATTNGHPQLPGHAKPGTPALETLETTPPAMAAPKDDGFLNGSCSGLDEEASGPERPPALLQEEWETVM
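HEK-293-derived GP2 cells expressing PTHR1 and a GloSensor cAMP reporter, 3,000/well, plated overnight, given luciferin plus IBMX (each 0.5 mM as added) for 1 h at 37 °C, then compound for 1 h at 37 °C. Luminescence was read after 15 min at room temperature.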
FUS suppressor – qHTS for Suppressors of FUS Proteinopathy: Primary screen using FUS-linked yeast assay. S. cerevisiae FUS-expressing, growth rescue, OD600, 24 h. Potency, µM (highest dose often 76.6 µM), without a hit: at the top dose growth rescue (activation), most hits filed as activators. hit rate 0.24% among 390,000;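 note: potency is the fitted concentration of half-maximal effect; plate controls were DMSO vehicle for no effect and reference control for full effect; nearly all actives have a fitted effect of over 55% in size; some results filed as inactive show a strong effect at the top dose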
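Toxicity suppression screen in FUS-yeast. Cells induced with 2% galactose, starting OD 0.005, treated 24hr at 30C with compounds at multiple final concentrations; growth by OD600.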
GLP1R inv ag – qHTS of GLP-1 Receptor Inverse Agonists (Inhibition Mode) | Glucagon-like peptide 1 receptor (Homo sapiens), P43220 | HEK293 GLP-1R CRE-luciferase, luminescence, 24 h; GLP-1R form is constitutively active | Potency, µM (series often up to 38.3 µM), for the others: top-dose activity change, negative = inhibition, most hits filed as inhibitors | hit rate 1.6% among 410,000 | AID 624417, 2012; note: potency is the fitted concentration of half-maximal effect; % is set by controls: 0 for no effect and ±100 for the full control effect; nearly all actives have a fitted effect of over 55% in size
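GLP-1R inverse agonism mode: basal reporter luminescence in engineered HEK293 cells measured after one day of compound exposure at 37 deg C, with a 12 min room-temperature detection step.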
DRD3 antagonist – qHTS of D3 Dopamine Receptor Antagonist: qHTS; AID 652054, 2013; hit rate 2.5% among 360,000; D(3) dopamine receptor (Homo sapiens), P35462; D3R cells, DiscoveRx beta-arrestin luminescence, antagonist mode; active compounds read low; max response, negative = inhibition, %; in the data active = max response below about -50%; inconclusive = no clear call, values can overlap the other calls; note: % is set by controls: 0 for no effect and ±100 for the full control effect; mostly tested at two doses, the higher about 12 µM
Target sequence (P35462 whole entry, looked up): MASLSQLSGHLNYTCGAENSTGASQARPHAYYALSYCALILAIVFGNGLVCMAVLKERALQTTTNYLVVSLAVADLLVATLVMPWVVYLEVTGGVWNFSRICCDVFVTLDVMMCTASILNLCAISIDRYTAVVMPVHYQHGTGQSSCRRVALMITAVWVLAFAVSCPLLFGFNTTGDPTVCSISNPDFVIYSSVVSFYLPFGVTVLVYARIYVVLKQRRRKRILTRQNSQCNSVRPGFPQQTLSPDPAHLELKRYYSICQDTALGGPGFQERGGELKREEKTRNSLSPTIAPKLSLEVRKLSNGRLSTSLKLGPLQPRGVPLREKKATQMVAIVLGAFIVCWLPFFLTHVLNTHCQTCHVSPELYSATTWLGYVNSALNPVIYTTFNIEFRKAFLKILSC
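Cells plated overnight at 1500 cells/well, then exposed to library compounds with dopamine controls for 90 minutes at 37 degrees C. DiscoveRx reagent added for 30–60 minutes at room temperature; luminescence read, quantitative HTS format.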
TDP-43 yeast inh – qHTS of TDP-43 Inhibitors; Potency, µM (series often up to 46.1 µM), without a hit: at the highest dose growth rescue (activation), hits mostly activators; TDP-43 expressing yeast growth rescue, BacTiter-Glo, 24 h; hit rate 1.8% among 410,000; note: potency is the fitted concentration of half-maximal effect; % of control where 0% means no effect; nearly all actives have a fitted effect of over 50% in size
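Galactose-induced TDP-43 yeast, OD600=0.02, compound pinned; 24 hr, 30 deg C; BacTiter-Glo luminescence for growth. Inhibitors of TDP-43 toxicity read as activators.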
aSyn rescue – qHTS of alpha-syn Inhibitors; Yeast expressing alpha-synuclein, growth rescue, BacTiter-Glo, 24 h; Potency, µM (doses to about 46.1 µM), for inactives: at the highest dose growth rescue (activation), actives largely listed as activators; hit rate 0.14% among 370,000; AID 652106, 2013; note: potency is the fitted concentration of half-maximal effect; % of control where 0% means no effect; nearly all actives have a fitted effect of over 65% in size
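Rescue of yeast growth: cells expressing toxic alpha-synuclein, induced in galactose at OD600 0.02, incubated with compound 24 h at 30 C. ATP luminescence quantified growth; inhibitors of toxicity appear as activators.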
Akt phos inh – HTS Assay for Inhibitors of Akt Phophorylation: Primary Screen; hit rate 0.32% among 360,000; Neuro2A IGF-stimulated pAkt S473 HTRF, 20 min; active compounds read low; activity change, % for hits at 50 µM; in the data active = activity change below about -80%; inconclusive = mostly about -51% to -80%; note: % is set by controls: 0 for no effect and ±100 for the full control effect
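Single-point screen (50 µM final compound) in Neuro2A cells stimulated 20 min with 6 nM IGF at 37 deg C. After lysis, Ser473-phosphorylated Akt read by HTRF (ex 330 nm, em 615/665 nm) as the 665/615 ratio.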
Abeta yeast res – qHTS for compounds that reverse cellular toxicity of Amyloid beta (A-beta) peptide in yeast: Primary Screen. yeast expressing A-beta42, growth rescue, OD600, 48 h; response scale: 0% DMSO, 100% iron-clioquinol control. Potency, µM (top dose mostly 46.1 µM), inactives show at the top dose growth rescue, actives largely listed as activators. hit rate 0.063% among 410,000. AID 1347071, 2019; note: potency is the fitted concentration of half-maximal effect; nearly all actives have a fitted effect of over 55% in size
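Growth rescue measured by 600 nm absorbance after 48 h yeast culture at 30 C with compound. Values normalized between DMSO and an equimolar ferric chloride plus clioquinol control.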
GLP1R ag – qHTS of GLP-1 Receptor Agonists; Potency, µM (doses to about 45.6 µM), inactives show at the highest dose activation, usual class: activators; HEK293 GLP-1R CRE-luciferase, luminescence, 4-6 h; cells express a hypersensitive GLP-1R form; hit rate 0.007% among 380,000; note: potency is the fitted concentration of half-maximal effect; % of control where 0% means no effect
Numbers without * were called inactive; i = inactive; ? = inconclusive; · = no result given; [ ] = remark or other dose. Unless noted, calls come from the whole dose curve; as a rule, active = well fitted curve in the direction sought with a large enough effect; inconclusive = small, poorly fitted or top-dose-only effect, or another doubt; inactive = no such curve, though single readings can be large; an effect the other way counts as inactive or inconclusive. An excerpt; count on the stated rates, not on these rows.

SMILES	PTHR1 agonist	FUS suppressor	GLP1R inv ag	DRD3 antagonist	TDP-43 yeast inh	aSyn rescue	Akt phos inh	Abeta yeast res	GLP1R ag
CC(=O)c1ccc2noc(-c3ccc(Cl)cc3)c2c1	i	-21%	6%	11	-5%	1%	i	-13%	5%
COc1cccc(N2C(=O)C(c3ccccc3)=C(c3nc4ccccc4s3)C2NC(C)=O)c1 (stereo unspecified)	i	?	?	-26	-2%	-3%	i	-10%	-7%
CSc1ccccc1C(=O)NCCSc1ccc(C)cc1	-13%	6%	-19%	0	-14%[1.82 µM]	-3%	i	10%	31%
COc1ccc(/C=C(\C#N)C(=O)OCC(=O)N2CC(C)OC(C)C2)cc1 (stereo unspecified)	i	3%	-11%	-10	-1%[1.82 µM]	2%	i	7%	11%
COc1ccccc1NC(=O)c1c(Br)cnn1C	i	-8%	54%[activator]	14	-8%[0.397 µM]	3%	i	5%	25%
O=S1(=O)N[C@@H](CC2CCCCC2)COc2cc(Br)ccc21	-34%[inhibitor]	-11%	-12%	-8	5%	-4%	i	-4%	6%
COc1ccc(O)c(/C=N/Nc2nc(C)cc(-c3ccccc3)n2)c1	-20%	11%	?	-1	?	17%	i	?	11%
Cc1ccc(S(=O)(=O)NCCn2nc(C)cc2C)cc1	i	-11%	11%	3	-3%	3%	i	-1%	10%
COCCNC(=S)N1CCN(c2cccc(C)c2C)CC1	-26%	19%	-10%[7.66 µM]	4	17%[9.22 µM]	2%	i	29%	3%
CCOc1ccc(-n2c([S-])c(C(=O)Nc3ccc(S(=O)(=O)N4CCOCC4)cc3)[n+]3cc(C(N)=O)ccc23)cc1	-2%	27%	23%	-4	-10%	-1%	i	-8%	5%
Cc1ccc(CN2CC(C(=O)NC(c3nc4ccccc4[nH]3)C(C)C)CC2=O)cc1 (stereo unspecified)	i	-18%	?	-25	-13%	-4%	i	-23%	-5%
CCOc1ccc(S(=O)(=O)N2CCOCC2)cc1NC(=O)C1=COCCO1	i	1%	1%	15	6%	1%	i	7%	0%
CC(=O)Nc1cccc2c1Cc1cc([N+](=O)[O-])ccc1-2	i	·	39%[activator]	-18	10%	9%	i	-4%	0%
Cc1cc(C(=O)OC(C)C(=O)N2CCc3ccccc32)ccc1[N+](=O)[O-] (stereo unspecified)	-55%[inhibitor]	0%	?	8	1%	18%	i	1%	7%
Cc1ccc(-n2nnnc2-c2cccs2)cc1[N+](=O)[O-]	-2%	6%	-15%	17	?	-8%	i	-35%[inhibitor]	5%
C=CCn1c(COc2ccc(F)cc2)nnc1SCC(=O)NC(=O)NCc1ccco1	-5%[57.5 µM]	25%	-4%	9	-7%	5%	i	18%	-4%
Cc1cc(NC(=O)C(=O)NCc2cccc(Cl)c2)no1	i	-10%	14%	-7	-18%	3%	i	-17%	3%
O=C(/C=C/[C@H]1O[C@@H](n2cnc3c(NC(=O)c4ccccc4)ncnc32)[C@H](O)[C@@H]1O)NCCc1c[nH]c2ccccc12	-18%	6%	6%	32	24%	-3%	i	-2%	0%
COc1cccc(N2CCN(C(=S)Nc3ccc(F)cc3)CC2)c1	-2%	-5%	8%	6	5%	11%	i	15%	5%
CCOc1cc(NC(=O)c2ccco2)c(OCC)cc1NC(=O)Cc1cccc(OC)c1	i	-4%	?	0	-9%	1%	i	7%[9.22 µM]	11%
CCCc1cc(=O)oc2cc(C)c3c(C)coc3c12	i	-8%	27%	-14	-12%	0%	i	-4%	8%
Cc1cc(Nc2ccccc2)nn1C(=O)c1ccccc1	i	-14%	-2%	-5	18%	-34%[inhibitor]	i	-18%	5%
N#CC(Cc1ccccc1OC(F)F)c1nc2ccccc2[nH]1 (stereo unspecified)	i	12%	-19%	16	14%	-6%	i	8%	6%
C/C(=N\Nc1ccccc1C(=O)O)c1ccncc1	-30%[inhibitor]	-6%	8%	2	22%	20%	i	-72%[inhibitor]	0%
CSc1nc(N)nc2c1ncn2CC(=O)N[C@H](CO)Cc1c[nH]c2ccccc12	-22%	-13%	5%	18	0%	2%	i	-8%	-2%
COc1ccc(NC(=O)Nc2ccc(F)c(Cl)c2)cc1	i	-31%	?	3	10%	-15%	i	-8%	0%
CCOC(=O)N1CCC2(CC1)C(C#N)=C(N)Oc1n[nH]c(CSc3ccc(C)cc3)c12	-25%	24%	?	-9	2%	6%	i	9%	-4%
COC(=O)c1sccc1NC(=O)c1ccncc1	i	6%	144%[activator]	-5	9%	-2%	i	-7%	23%
CCOC(=O)c1c(-c2ccc3ccccc3c2)csc1NC(=O)CCCC(=O)O	-35%	?	-10%	29	-82%[inhibitor]	28%	i	-16%	10%
CC(NC(=O)C1CCN(C(=O)c2ccc(-n3ccc4ccccc43)s2)CC1)c1ccccc1 (stereo unspecified)	i	-6%	16%	·	19%	·	·	1%	·
CCCN1C(=O)c2ccc(C(=O)Nc3ccccc3C(=O)O)cc2C1=O	-49%[inhibitor]	16%	5%	79	-32%[inhibitor]	-12%	i	-26%	-5%
Cc1c(C(=O)OCc2ccccc2)nnn1-c1nonc1N	i	-8%	12%	?	0%	0%	i	20%	4%
Cn1c(CSCC(=O)Nc2ccccc2)nnc1SCc1ccccc1	i	0%	0%	2	-14%	-23%	i	-14%	10%
Cc1ccc(C(=O)NCC(=O)OC(C)C(=O)Nc2ccc(N3CCOCC3)cc2)s1 (stereo unspecified)	i	12%	73%[activator]	0	4%	1%	i	-6%	-4%
CCN1C(=O)c2cccc3c(S(=O)(=O)N4CCC(C)CC4)ccc1c23	-19%	·	-6%	-5	15%	1%	i	-33%[inhibitor]	18%
COc1ccc([C@H]2C[C@H](n3cc(-c4ccc(F)cc4)nn3)[C@@H](O)CN2C(=O)C2CCCCC2)cc1	-7%	?	?	0	22%	5%	i	-2%	3%
COc1ccc(C2CC(c3ccccc3)=NN2C(=O)COC(=O)c2nc3nccc(C)n3n2)cc1 (stereo unspecified)	-20%	?	9%	-27	24%	4%	i	2%	8%
CCC1CN(C(=O)N2CCC(C(=O)NCc3ccccc3OC)CC2)c2cc(C)ccc2O1 (stereo unspecified)	-26%	37%	?	37	2%	11%	i	2%	2%
FC(F)(F)c1cc(-c2ccc(Cl)cc2)nc(NCc2cccnc2)n1	i	3%	-13%	9	-4%	0%	i	9%	1%
Cc1ccccc1NS(=O)(=O)c1ccc(C(=O)N(C)CC(=O)Nc2ccccc2Br)cc1	12%	19%	-29%	0	-16%	0%	i	-2%	-3%
COc1ccc(NC(=O)CSc2nnc(Cn3cnc([N+](=O)[O-])n3)n2C)cc1	-15%	12%	10%	-13	3%	-7%	i	0%	-11%
COc1ccc(-c2nnc(SC(C)C(=O)Nc3nccs3)n2-c2ccccc2)cc1OC (stereo unspecified)	-13%	·	-5%	18	17%	5%	i	28%	9%
N#C/C(=C\c1cccc([N+](=O)[O-])c1)C(=O)NCc1cccnc1	?	10%	9%	1	10%	9%	i	5%	-12%
CCCCc1ccc(NC(=O)c2cnccn2)cc1	i	7%	?	-7	21%	-3%	i	-15%	-1%
COc1ccc(CCNS(=O)(=O)c2ccc3c(c2)CC(C)N3C(=O)C2CCC2)cc1OC (stereo unspecified)	-7%	39%	25%	·	?	·	·	7%	·

Of the compounds above, five have an NH in an aromatic ring.
SMILES	PTHR1 agonist	FUS suppressor	GLP1R inv ag	DRD3 antagonist	TDP-43 yeast inh	aSyn rescue	Akt phos inh	Abeta yeast res	GLP1R ag
Cc1ccc(CN2CC(C(=O)NC(c3nc4ccccc4[nH]3)C(C)C)CC2=O)cc1 (stereo unspecified)	i	-18%	?	-25	-13%	-4%	i	-23%	-5%
O=C(/C=C/[C@H]1O[C@@H](n2cnc3c(NC(=O)c4ccccc4)ncnc32)[C@H](O)[C@@H]1O)NCCc1c[nH]c2ccccc12	-18%	6%	6%	32	24%	-3%	i	-2%	0%
N#CC(Cc1ccccc1OC(F)F)c1nc2ccccc2[nH]1 (stereo unspecified)	i	12%	-19%	16	14%	-6%	i	8%	6%
CSc1nc(N)nc2c1ncn2CC(=O)N[C@H](CO)Cc1c[nH]c2ccccc12	-22%	-13%	5%	18	0%	2%	i	-8%	-2%
CCOC(=O)N1CCC2(CC1)C(C#N)=C(N)Oc1n[nH]c(CSc3ccc(C)cc3)c12	-25%	24%	?	-9	2%	6%	i	9%	-4%

Continued.
SMILES	PTHR1 agonist	FUS suppressor	GLP1R inv ag	DRD3 antagonist	TDP-43 yeast inh	aSyn rescue	Akt phos inh	Abeta yeast res	GLP1R ag
CCCC(=O)c1ccc(N2CCOCC2)c(F)c1	-1%	-4%	8%	-12	4%	0%	i	10%	7%
C=CCc1ccc(OCCn2cncn2)c(OC)c1	i	-15%	1%	14	0%	7%	i	7%	3%
Cc1ccc(NC(=O)COC(=O)CCC(=O)c2cccs2)cc1	i	·	3%	6	12%	2%	i	-6%	15%
CCOc1cc(CNc2ccc(O)cc2)ccc1OCc1ccc(Cl)cc1	-58%[inhibitor]	15%	6%	·	35µM*	·	·	-1%	·
COC(OC)c1ccc(C#N)c(=O)[nH]1	i	-1%	12%	-1	11%	-5%	i	-13%	-2%
CCn1cnc2c(=O)oc3ccc(S(=O)(=O)N4CCN(c5cc(C)ccc5C)CC4)cc3c21	-24%	-8%	5%	·	20%	·	·	10%	·
Cc1c(NC(=O)CSc2ccccc2F)c(=O)n(-c2ccccc2)n1C	i	23%	7%	-5	-12%	-7%	i	-7%	4%
C=C[C@@H](C)N(Cc1ccc(OC)cc1)S(=O)(=O)N(Cc1ccccc1)[C@H](C=C)C(C)C	-29%	1%	?	10	13%	6%	i	13%	-1%
COc1ccc(Nc2nc(N3CCCCC3)nc3ccccc23)c(OC)c1	-8%	8%	?	?	-14%	-2%	i	-18%	0%
